# ARNT-TACC3 inh = disruptors of ARNT/TACC3 protein interaction, primary screen, biochemical, AlphaScreen, single concentration; AID 623870, 2012; AlphaScreen His-ARNT PAS-B/GST-TACC3 binding, luminescence; TACC3 fragment carries E629A point mutation; 390,000 compounds, 0.66% hits; inhibition, % at 9.99 µM;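 active means mean inhibition of replicates at least 50% and at least half of replicates each reaching 50%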;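 further: 0% = complete ARNT plus TACC3 wells and 100% = ARNT alone without TACC3; many hits fall short of the cut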
# PAX8 reporter = inhibitors of PAX8-driven TPO luciferase reporter, primary screen, RMG-I cells, single concentration | inhibition, % at 12.6 µM | 360,000 compounds, 1.2% hits | SteadyGlo, 24 h | AID 652154, 2013;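 active means mean replicate inhibition at least 60% with every replicate also reaching 60%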;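 further: luciferase light reporting Pax8 driven TPO promoter activity; plate controls were median of neutral control wells for no effect and mitoxantrone controls for full effect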
# * marks the source's active call; other numbers are inactive results.
compound | PAX8 reporter | ARNT-TACC3 inh
Cc1cc(C)cc(Oc2ccccc2/C=C\C(=O)O)c1 | -10 | -3
CC(C)(C)C(=O)NC(=S)NCCc1ccccc1 | -200 | -2
CCn1c2ccccc2c2cc(N=C3SC(CC(=O)Nc4ccccc4)C(=O)N3C)ccc21 (stereo not drawn) | 4 | 3
COc1cc(C(C(=O)NC2CCCCC2)N(Cc2cccs2)C(=O)Cc2c[nH]c3ccccc23)cc(OC)c1OC (stereo not drawn) | 36 | -20
C#CCOC(=O)c1ccc(-n2cncn2)nc1 | -23 | 17
O=C(Nc1ccc(F)cc1)NC1(C(=O)NCc2ccco2)CCCCC1 | 0 | -5
CC1(C)CC(=O)C2=C(C1)N(CC1CCCO1)C(=O)C2(O)C(F)(F)F (stereo not drawn) | 2 | -10
CCOC(=O)c1c(NC(C)=O)sc2c(O)c(Br)ccc12 | -38 | -4
Cc1ccc(C)c(/C=N/NC(=S)NCCc2ccccc2)c1 | 3 | -2
CCOc1ccc(NC(=O)CSc2nnc(-c3ccccn3)n2C)cc1 | -1 | 6
CCOc1cc(C)nc(NCc2ccccc2)n1 | -15 | -5
Cc1nnc(NC(=O)C2COc3ccccc3O2)s1 (stereo not drawn) | -77 | -6
CCCCOC(=O)C1=C(C)Nc2nnnn2C1c1ccc(OC)c(OC)c1OC (stereo not drawn) | -4 | 0
CC(=O)c1ccc(N(C(=O)Cc2c[nH]c3ccccc23)C(C(=O)NC2CCCCC2)c2cccs2)cc1 (stereo not drawn) | -13 | 3
O=C(/C=C/c1ccc(Cl)cc1Cl)n1cccn1 | -2 | -6

# Part of the list above in another layout.
# Values run as follows: PAX8 reporter	ARNT-TACC3 inh
- Cc1cc(C)cc(Oc2ccccc2/C=C\C(=O)O)c1
→ -10	-3
- CC(C)(C)C(=O)NC(=S)NCCc1ccccc1
→ -200	-2
- CCn1c2ccccc2c2cc(N=C3SC(CC(=O)Nc4ccccc4)C(=O)N3C)ccc21 (stereo not drawn)
→ 4	3
- COc1cc(C(C(=O)NC2CCCCC2)N(Cc2cccs2)C(=O)Cc2c[nH]c3ccccc23)cc(OC)c1OC (stereo not drawn)
→ 36	-20
- C#CCOC(=O)c1ccc(-n2cncn2)nc1
→ -23	17
- O=C(Nc1ccc(F)cc1)NC1(C(=O)NCc2ccco2)CCCCC1
→ 0	-5
- CC1(C)CC(=O)C2=C(C1)N(CC1CCCO1)C(=O)C2(O)C(F)(F)F (stereo not drawn)
→ 2	-10

# Next section:
compound | PAX8 reporter | ARNT-TACC3 inh
COc1cc(/C=N/NC(=O)/C(=C\c2ccc([N+](=O)[O-])cc2)NC(=O)c2ccccc2)cc(OC)c1O | -1 | 1
CN(C(=O)c1cccnc1)c1nnc(-c2cccnc2)s1 | -9 | -2
CC(=O)c1c(C)[nH]c(C(=O)NCCC2=CCCCC2)c1C | -152 | 0
C=CCC(C=C)S(=O)(=O)c1ccc(C)cc1 (stereo not drawn) | -1 | 31
Cc1ccc(NCc2nnc(SCC(=O)NCc3ccco3)n2CC2CCCO2)cc1Cl (stereo not drawn) | 23 | -8
CCC(CC)C(=O)NCCc1ccc(F)cc1 | 16 | -4
Cc1c(NC(=O)COc2ncnc3c(Cl)cc(Cl)cc23)c(=O)n(-c2ccccc2)n1C | -8 | -3
CCOC(=O)NC(=O)CSc1nc(C)cc(C)c1C#N | -36 | -4
O=C(Nc1ccc(Cl)cc1)c1cnc(-c2ccccc2)nc1-c1ccccc1 | -17 | -6
C=CCOC(=O)COc1ccc2c(C)c(C)c(=O)oc2c1 | 25 | -5
Cc1[nH]c2ccccc2c1C(=O)CNc1nccs1 | -9 | 1
COc1ccc(C(=O)Cn2nnc(-c3ccccc3NC(=O)C3CCCCC3)n2)cc1 | 11 | -4
CCn1c(SCC(=O)Nc2ccc(OCc3ccccc3)cc2)nnc1-c1ccco1 | -27 | 4
COc1ccc(-n2c(SCC(=O)Nc3ccccc3)nnc2-c2ccoc2C)cc1 | 5 | 4
COC(=O)c1c(C)[nH]c(C(=O)C(C)Sc2nnc(-c3cc(OC)c(OC)c(OC)c3)o2)c1C (stereo not drawn) | 7 | -6

compound | PAX8 reporter | ARNT-TACC3 inh
COc1ccc(OC)c(C(=O)c2coc3ccc(OCC(=O)O)cc23)c1 | 3 | -4
COc1cc(C2C3C(=O)N(c4ccccc4)C(=O)C3ON2c2ccccc2)ccc1O (stereo not drawn) | -22 | -17
CCOC(=O)C1=C(c2ccccc2)Nc2c(c(=O)n(C)c(=O)n2C)C1c1ccc(O)c(OC)c1 (stereo not drawn) | -4 | -5
Cc1ccc(SC(=O)COc2ccccc2C)cc1 | -17 | -6
CCOc1cc(-c2nc3cc(C)ccn3c2NCC2CCCO2)ccc1O (stereo not drawn) | 9 | 12
Cc1cccc(OCc2nnc(NC(=O)c3cccs3)s2)c1 | 3 | -11
O=C(CCSc1nnc(-c2ccncc2)o1)Nc1ccc(Cl)cc1 | 10 | -5
COc1ccc(C(=O)ON=C2CCN(c3ccc([N+](=O)[O-])cc3)CC2)cc1 | 1 | -2
Cc1cnc(NC(=O)CSc2nnc(-c3ccccc3)n2Cc2ccccc2)s1 | 8 | -1
CCn1nnnc1SCC(=O)Nc1nnc(C(C)C)s1 | 7 | 3
COC(=O)c1cccc(NCN2C(=O)c3ccccc3C2=O)c1 | 1 | -5
O=C(CCCn1c(=S)[nH]c2cc3c(cc2c1=O)OCO3)N1CCN(c2ncccn2)CC1 | 9 | -4
Cc1cccc(C)c1NC(=O)Cn1nnc(-c2ccc(N3CCOCC3)cc2)n1 | -13 | -2
CCOc1ccccc1NC(=O)N1CCC(C(=O)c2ccc(F)cc2)CC1 | -8 | -2
Cc1ccc(NC(=O)C(Cc2ccccc2)N2C(=O)C3C4CCC(C4)C3C2=O)cc1Cl (stereo not drawn) | 23 | -3

compound | PAX8 reporter | ARNT-TACC3 inh
CCOC(=O)c1c(CN2CCN(Cc3ccccc3)CC2)n(C)c2cc(Br)c(OC)cc12 | -163 | 4
CON/C=C(\C=Nc1ccc(Cl)cc1)c1ncc(C(F)(F)F)cc1Cl | 18 | 16
CCCCNC(=O)CC1SC(=NCC)N(CC)C1=O (stereo not drawn) | 18 | 1
CCOC(=O)c1nc(C)[nH]c1C(=O)OCC | 4 | 15
Cc1ccc(Oc2ccccc2/C=C/C(=O)O)cc1 | 5 | 7
CCOC(=O)c1ccc(N2CN=C3SCC(=O)N3C2)cc1 | -27 | 0
Fc1ccc(N2CCN(Cc3cnc(Oc4ccc(Br)cc4)s3)CC2)cc1 | 13 | 4
CCCCOC(=O)Cn1c(=O)c2c(nc(Br)n2Cc2ccccc2)n(C)c1=O | -25 | -1
Cc1ccc(-n2cc3ccc([N+](=O)[O-])cc3n2)cc1 | -83 | -7
O=C1CSC2(CCCCC2)N1CCO | 4 | 6
Cc1ccc(N(CC(O)COCc2ccco2)S(=O)(=O)c2ccc(C)cc2)cc1 (stereo not drawn) | 0 | 5
O=c1[nH]nc(Cc2ccc(Cl)cc2)c2ccccc12 | -12 | 32
N#Cc1nc(COc2ccc(Cl)cc2)oc1N1CCCC1 | -2 | 33
CCOc1cc(/C=C2/NC(=O)N(CC(=O)Nc3cccc(C)c3)C2=O)ccc1O | 3 | -15
O=C(COC(=O)c1ccco1)Nc1nc2ccccc2s1 | 5 | 4

compound | PAX8 reporter | ARNT-TACC3 inh
COC(=O)CC(NS(=O)(=O)c1cccs1)c1cccc2ccccc12 (stereo not drawn) | 2 | 1
Cc1ccc(C)c(NS(=O)(=O)c2ccc(NC(=O)c3ccco3)cc2)c1 | 26 | -5
Cc1ccccc1OCC(=O)Nc1ccc2c(c1)COC2=O | -11 | -6
NS(=O)(=O)c1ccc2c(c1)C1C=CCC1C(C1CC=CCC1)N2 (stereo not drawn) | -9 | 1
COC(=O)c1cc(-c2ccc(OC)c(OC)c2)on1 | -9 | -5
O=C(Cn1nnc(-c2ccccc2NC(=O)c2ccccc2)n1)Nc1ccc2c(c1)OCCO2 | 7 | -4
CCOc1cc(C(=S)N2CCCCC2)ccc1OS(=O)(=O)c1ccc(Br)cc1 | 2 | -2
CCCCC(=O)Nc1ccc(F)c(Cl)c1 | 13 | 3
Cc1c(C)n(C(=O)CSc2nc3ccccc3[nH]2)c2ccccc12 | 15 | 5
Nc1nnc(CC(c2ccccc2)c2ccccc2)s1 | -1 | -5
CCc1c(C(=O)Nc2cc(C)ccc2OC)[nH]c(C)c1C(C)=O | -12 | -3
COC(=O)c1ccc(Oc2ccc3nncn3n2)cc1 | 6 | -4
CCOC(=O)c1cn(CC(=O)Nc2ccc(C(C)C)cc2)nn1 | -8 | -4
Cc1ccc(NCc2nnc(SCC(=O)NCc3ccco3)n2CC2CCCO2)c(C)c1 (stereo not drawn) | 8 | -2
COc1cccc(C(=O)Nn2c(C)nnc2-n2nc(C)cc2C)c1 | 8 | 3

compound | PAX8 reporter | ARNT-TACC3 inh
CC(C)Cn1c(SCC(=O)N2CCCCC2)nc2ccccc2c1=O | -47 | -4
CCCCCCCOC(=O)C1=C(C)Nc2ncnn2C1c1cccs1 (stereo not drawn) | 24 | 0
COc1ccc(Cl)cc1C(=O)NCC#N | -15 | -4
COC(=O)C1Sc2[nH]c(=O)sc2C2c3ccccc3OC(=O)C12 (stereo not drawn) | 6 | 0
O=C(O)c1cnn2c1NC(c1ccc(F)cc1)CC2C(F)(F)F (stereo not drawn) | 11 | -4
CCN(CC)CCCNC1CCS(=O)(=O)C1 (stereo not drawn) | 11 | -19
CC12CC(c3ccccc3O1)N(C(=O)c1ccco1)C(=S)N2c1ccc(F)cc1 (stereo not drawn) | 56 | 3
O=C(Cc1cccs1)Nc1nnc(COc2ccccc2)s1 | -7 | 0
CN(Cc1c(F)cccc1Cl)c1nnnn1-c1ccccc1 | 6 | -5
COc1cccc(-c2cc(C(F)(F)F)nc(N3CCCCC3)n2)c1 | -21 | -5
CC1CC(C)CN(Cc2nc3c(c(=O)n(C)c(=O)n3C)n2CCN2CCOCC2)C1 (stereo not drawn) | 25 | -4
CCCCn1c(SCC(=O)Nc2cccc(C)n2)nnc1-c1ccco1 | 8 | 7
O=C(Nc1ccc2nc(-c3ccco3)[nH]c2c1)c1ccco1 | -39 | 24
COCCNC(=O)c1ccc2ccccc2n1 | 0 | -6
COc1ccc(-c2noc(COc3ccc(C)c(C)c3)n2)cc1OC | -17 | -7

compound | PAX8 reporter | ARNT-TACC3 inh
CC(=O)Oc1ccc2oc3c(c2c1)C(=O)CCC3 | -23 | -2
COc1cccc(-c2nnn(CCC(=O)O)n2)c1 | -8 | -5
Cc1ccccc1N(C)C(=O)c1coc(=O)c2ccccc12 | 2 | -3
O=C(CSc1nnc(C2CC2)n1Cc1ccccc1)NCc1ccccc1 | 0 | 0
COCC(=O)Nc1cccc(Br)c1 | 0 | -16
Cc1c(C(=O)Nc2ccccc2)sc2nc(-c3ccccc3)cn12 | -155 | 2
C[N+]1(CCCCCCC(=O)/C=N/O)CCCCCC1 | -15 | 1
CCOC(=O)CNC(=O)CSc1nc2cccnc2n1C1CCCCC1 | 3 | 2
CCCc1cc(=O)oc2cc3oc(C)c(C)c3cc12 | -11 | -4
NC(=O)CSc1nnc(CNc2cccc(Cl)c2)n1CCc1ccccc1 | 3 | 11
CCCOc1ccc(N2C(=O)CC(NCCc3ccc(S(N)(=O)=O)cc3)C2=O)cc1 (stereo not drawn) | 4 | -7
CCC(C)NC(=O)CNC(=O)Cn1c(C)cc2ccccc2c1=O (stereo not drawn) | 8 | -2
O=C(Nc1ccc2oc(-c3ccccc3)nc2c1)c1ccc2c(c1)OCCO2 | -65 | -2
Nc1nc(Cl)cc(N2CCC(c3cc(-c4ccc(Cl)cc4Cl)n[nH]3)CC2)n1 | 23 | -13
Fc1ccc(CSc2nncn2NCc2ccccc2)cc1 | 13 | -2

compound | PAX8 reporter | ARNT-TACC3 inh
O=C(CSc1nc2ccccc2n1CC(=O)N1CCOCC1)N1CCCC1 | 9 | 0
N/C(=N\c1nc2ccccc2o1)NC(=O)c1ccccc1NC(=O)c1ccccc1 | -29 | -3
Cc1ccc2c(c1)c1c3n2CCCNC3CCC1 (stereo not drawn) | -73 | -5
O=C(c1ccccc1)N1CCN(c2ccccc2F)CC1 | -4 | 1
C/C(=C\C(=O)c1ccc(Cl)cc1)Nc1ccc(N2CCOCC2)cc1 | 12 | 4
CCOC(=O)C(NC(=O)CC)(Nc1ccc(S(=O)(=O)Nc2cc(C)on2)cc1)C(F)(F)F (stereo not drawn) | -3 | 0
COC(=O)c1sccc1NC(=S)N1CCCCC1C (stereo not drawn) | 18 | 0
CCCn1c(NC(=O)C2COc3ccccc3O2)nc2ccccc21 (stereo not drawn) | 20 | -5
CCc1nnc(NC(=O)Cc2ccc(OCc3c(C)noc3C)cc2)s1 | 9 | 1
Cn1c(=O)cc(OCC(=O)NCCCN2CCN(c3ccccc3F)CC2)c2ccccc21 | -35 | -2
Fc1ccc(CN2CCCCCCC2)c(F)c1 | -13 | -16
CCn1c(=O)cc(OCC(=O)NCCCN2CCN(c3cccc(Cl)c3)CC2)c2ccccc21 | 24 | 18
COc1ccc(C(=O)Nc2ccc(S(=O)(=O)Nc3nccnc3OC)cc2)cc1 | 16 | 27
O=c1c2[nH]c3ccccc3c2ncn1CCN1CCOCC1 | -5 | 2
O=C(Cc1cccs1)Nc1nnc(SCC(=O)NC2CCCCC2)s1 | 3 | -3

compound | PAX8 reporter | ARNT-TACC3 inh
CCC(C)C(=O)Nc1nnc(-c2cccs2)s1 (stereo not drawn) | -138 | 0
COC(=O)c1cn(NC(=O)C2CCCCC2)c(=O)c2ccccc12 | 4 | -2
S=C(c1nc2ccccc2[nH]1)N1CCOCC1 | -24 | -9
Cn1c(C(=O)OC(C(=O)NC2CCCCC2)c2ccccn2)cc2sccc21 (stereo not drawn) | -9 | -1
OCCN1CN=C(Nc2nc3ccccc3o2)NC1 | 13 | -3

# Retrieved one by one from the entries so far:
compound | PAX8 reporter | ARNT-TACC3 inh
COC(=O)c1cn(NC(=O)C2CCCCC2)c(=O)c2ccccc12 | 4 | -2
Cn1c(C(=O)OC(C(=O)NC2CCCCC2)c2ccccn2)cc2sccc21 (stereo not drawn) | -9 | -1

# A portion of the library; the hit share may differ from the screen's.
